From PubChem
M1 ag: agonists of human M1 muscarinic receptor. CHO-K1 hM1, Fluo-8 calcium fluorescence, agonist mode; 0% DMSO, 100% acetylcholine EC100. activation, % at 3 µM. 0.33% of 360,000 active. AID 588814;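 active = activation above the run's mean compound activation plus 3 SD, cut at about 16% in these data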;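 note: peak over basal fluorescence ratio within a 140 s kinetic read after compound addition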
Target sequence (P11229 whole entry, looked up): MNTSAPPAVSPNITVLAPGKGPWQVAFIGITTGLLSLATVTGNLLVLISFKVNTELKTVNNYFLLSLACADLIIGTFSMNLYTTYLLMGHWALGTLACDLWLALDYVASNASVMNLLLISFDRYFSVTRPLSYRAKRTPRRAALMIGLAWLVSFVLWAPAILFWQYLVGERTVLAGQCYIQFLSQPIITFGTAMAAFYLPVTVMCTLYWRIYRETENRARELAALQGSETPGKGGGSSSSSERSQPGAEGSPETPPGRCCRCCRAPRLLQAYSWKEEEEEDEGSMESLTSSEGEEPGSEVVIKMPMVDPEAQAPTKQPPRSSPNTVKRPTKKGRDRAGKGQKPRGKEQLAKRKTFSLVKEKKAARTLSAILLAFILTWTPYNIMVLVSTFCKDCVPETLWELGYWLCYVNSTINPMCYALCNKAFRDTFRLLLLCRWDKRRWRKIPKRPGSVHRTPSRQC
CHO-K1 Ca PAM: M1 PAM counterscreen hit in parental CHO-K1 cells | ATP EC20, Fluo-8 calcium fluorescence; 0% at ATP EC20, 100% at ATP max | activation, % at 3 µM | 0.02% of 360,000 active | AID 602247;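 active = activation above the run cutoff, the mean activation of all test compounds plus 3 SD, cut at about 40% in these data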;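 note: peak over basal fluorescence ratio in a 140 s read after ATP addition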
CHO-K1 Ca antag: counter-screen for M1 antagonists: effect in parental CHO-K1 cells | inhibition, % at 3 µM | ATP-induced calcium, Fluo-8 fluorescence | AID 602250 | 0.6% of 360,000 active;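 active = inhibition above a per-plate cutoff, the plate's mean sample inhibition plus 3 SD, cut at about 24% in these data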;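 note: 0% = DMSO plus EC80 ATP and 100% = DMSO alone without ATP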
TAAR1 antagonist: antagonists of human TAAR1; CHO RD-HGA16 TAAR1, Fluo-8 calcium fluorescence, antagonist; inhibition, % at 3 µM; 1.5% of 360,000 active;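 active = inhibition above a per-plate cutoff, the mean inhibition of test compounds on that plate plus 3 SD, cut at about 49% in these data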;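 note: 0% = DMSO plus EC80 beta-PEA response and 100% = DMSO alone without agonist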
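Assay system: CHO-derived RD-HGA16 cells stably expressing human TAAR1 plus Gα16. Timing: 140 s kinetic read after compound, 140 s after agonist. Technique: kinetic Fluo-8 calcium fluorescence measurement. Measure: % inhibition of agonist calcium response.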
TAAR1 agonist: agonists of human TAAR1; AID 624467; activation, % at 3 µM; CHO RD-HGA16 TAAR1, Fluo-8 calcium fluorescence; vehicle wells 0%, saturating PEA agonist 100%; 0.99% of 360,000 active;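 active = activation above the mean activation of all test compounds in the run plus 3 SD, cut at about 38% in these data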
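Test system: RD-HGA16 (CHO) cells co-expressing Gα16 and hTAAR1 / Benchmarks: DMSO vehicle as 0%, PEA at EC100 as 100% / Repeats: no replicates (n 1) / Measure: % activation from peak over basal fluorescence ratio, DMSO-to-PEA scaled / Timing: 17-24 h plating, Fluo-8 75 min 37 °C, 30 min RT / Technique: kinetic Fluo-8 calcium fluorescence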
CHO parental Ca: counter-screen for OX1R antagonists: effect in parental CHO cells; 0.63% of 330,000 active; inhibition, % at 5.6 µM; parental CHO-K1, ATP-induced calcium, Fluo-8 fluorescence;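 active = inhibition above that plate's mean sample inhibition plus 3 SD, cut at about 26% in these data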;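 note: 0% = ATP-challenged DMSO wells and 100% = DMSO wells without ATP; some compounds past the cut are filed as inactive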
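material = parental CHO cells | also added = ATP as calcium-mobilizing challenge | dosing = single point at 5.6 µM | detection = intracellular calcium via Fluo-8 no-wash fluorescent dye | read-out = % inhibition | benchmarks = low control ATP plus DMSO, high control DMSO only | repeats = one well per compound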
OXTR potentiate: potentiators of human oxytocin receptor | P30559 | CHO-OTR cells, Fluo-8 calcium fluorescence, potentiator mode; 0% = oxytocin EC15, 100% = EC100 | activation, % at 3 µM | 0.061% of 320,000 active | AID 2445;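 active = activation above that plate's cutoff, the mean activation of tested compounds plus 3 SD, cut at about 6.6% in these data, passing the limit was not always enough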;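 note: 100% uses oxytocin at 75 nM as the full agonist control; some results filed as inactive read as strong as hits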
Target sequence (P30559 whole entry, looked up): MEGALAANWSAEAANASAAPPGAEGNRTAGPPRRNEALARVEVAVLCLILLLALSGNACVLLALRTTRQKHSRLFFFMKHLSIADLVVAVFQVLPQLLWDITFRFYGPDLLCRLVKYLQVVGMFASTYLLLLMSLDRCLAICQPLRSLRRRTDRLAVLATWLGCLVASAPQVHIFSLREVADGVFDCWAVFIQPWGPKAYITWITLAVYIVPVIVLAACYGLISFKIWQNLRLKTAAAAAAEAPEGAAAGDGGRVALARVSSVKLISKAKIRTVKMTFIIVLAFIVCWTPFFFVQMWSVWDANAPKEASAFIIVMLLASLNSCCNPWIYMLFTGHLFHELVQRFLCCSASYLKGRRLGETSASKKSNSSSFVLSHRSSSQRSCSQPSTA
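Replication – single well per compound, singlicate · Assay system – CHO cell line stably expressing human OTR · Timing – 6 min pre-incubation, 100 s read · Measure – normalized max/min fluorescence ratio, % activation · Doses – 3.0 µM, one dose · Detection – Fluo-8 calcium dye fluorescence · Probe or stimulus – oxytocin near EC15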
M1 ag parental: counter-screen for M1 agonists: effect in parental CHO-K1 cells. Fluo-8 calcium fluorescence; scaled to maximal ATP response, vehicle zero. activation, % at 3 µM. 0.48% of 360,000 active. AID 602248; in the data active = activation above about 15%;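 note: untransfected CHO-K1 host cells lacking M1 receptor as counterscreen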
CHRM1 antagonist: blocks human M1 muscarinic receptor; P11229; CHO-K1 hM1, Fluo-8 calcium fluorescence, ACh EC80 antagonist; inhibition, % at 3 µM; 1.3% of 360,000 active;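 active = percent inhibition above its own plate's cutoff, namely the mean of that plate's compound wells plus 3 SD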;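 note: peak over basal fluorescence ratio during 140 s after agonist addition; 0% = ACh EC80 plus DMSO and 100% = DMSO alone without agonist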
An asterisk follows results filed as active; . = not tested or not shown.

SMILES	M1 ag	CHO-K1 Ca PAM	CHO-K1 Ca antag	TAAR1 antagonist	TAAR1 agonist	CHO parental Ca	OXTR potentiate	M1 ag parental	CHRM1 antagonist
N#CC1=C(SCC(=O)NC2CC2)NC(=O)C(C#N)C12CCCCC2 (stereo not drawn)	1	9	-20	13	12	5	-5	8.3	-10
c1ccc(CN2CCOCCOCCOCCOCC2)cc1	-4	20	-9	0	9	-11	1	1.2	-4
COc1ccc(-c2csc(Nc3cc(C)ccn3)n2)cc1OC	-3	-17	9	-24	3	-11	-11	0.9	-6
Cc1ccc(C)c(NC(=S)NC(NC(=O)/C=C/c2ccccc2)C(Cl)(Cl)Cl)c1 (stereo not drawn)	0	11	-4	6	3	-17	-21	1.6	6
CCCc1nnc(NC(=O)C(=O)NCCN(CC)CC)s1	-3	14	-7	-21	0	.	.	0.2	0
CC(OC(=O)c1cccc(-n2cnnn2)c1)C(=O)Nc1ccc(F)c(F)c1F (stereo not drawn)	-6	11	3	-21	0	.	.	1.1	-6
Cc1ccc(C)c(N2CCN(C(=O)C(Cc3ccccc3)n3cccc3)CC2)c1 (stereo not drawn)	-2	6	-6	12	-2	-7	-10	-0.1	-3
O=C(Nc1ccccc1N1CCOCC1)c1ccc(N2CCOCC2)c([N+](=O)[O-])c1	-2	6	-2	11	10	-13	-7	2.6	-7
c1ccc(Cc2nc3ccccc3s2)cc1	-4	-13	-2	1	-1	.	.	0.0	-6
CCCn1c(SCC(=O)N(CC)CC)nnc1-c1ccncc1	-3	-3	-3	13	9	-9	0	11	16
CCN(CC)Cc1c(C)[nH]c2ccc(NC(C)=O)cc2c1=O	-3	10	-11	-12	1	.	.	0.9	-15
CCOC(=O)c1c(NC(=O)COC(=O)CCOc2ccc(OCC)cc2)sc(C(=O)N(C)C)c1C	-6	8	-8	.	.	-1	-7	1.4	-10
CCNC(=S)N1CCc2ccccc2C1	-13	-2	3	-3	10	1	0	1.7	7
CC1CCN(c2nc3c(c(=O)[nH]c(=O)n3C)n2CC(C)CSc2nnnn2-c2ccccc2)CC1 (stereo not drawn)	-6	10	-4	-8	-1	-9	1	-0.4	-7
O=C(O)CCC(=O)NCc1ccc(F)cc1	-3	23	-9	15	17	-12	-1	0.2	-5
O=C1CCN(Cc2ccccc2)S(=O)(=O)c2ccc(C(F)(F)F)cc21	-9	1	-12	13	2	-25	-2	-0.3	3
CC(C)=CCN1CCN(Cc2cn[nH]c2C2CCCCC2)CC1CCO (stereo not drawn)	.	.	.	-6	0	-8	5	.	.
CCC(=O)N1CCN(c2ccc(NC(=O)c3ccc([N+](=O)[O-])o3)cc2Cl)CC1	-4	1	1	27	14	.	.	3.8	3
O=c1ccn(-c2cccc(C(F)(F)F)c2)nc1-c1ccn(-c2cccc(Cl)c2)n1	-3	21	-11	11	8	-27	-3	1.4	6
CNc1cnc(-c2cc(OC)c(OC)c(OC)c2)cn1	-1	-5	-3	-29	2	.	.	-0.2	-13
CCCC(C(=O)Nc1ccncc1)c1ccccc1 (stereo not drawn)	5	2	-13	-24	18	4	-9	5.7	-7
O=C(c1cc(Cl)nc2ccccc12)N1CCN(S(=O)(=O)c2cccc(C(F)(F)F)c2)CC1	-2	-11	5	9	1	-1	-4	0.3	2
CC(C)Cn1c(N)c(C(=O)COC(=O)c2nccnc2N)c(=O)n(C)c1=O	-2	7	-14	17	16	-9	-5	0.9	-6
CCN(CC)c1ccc(C(=O)Nn2cnc3ccccc3c2=O)cc1	-3	16	2	6	2	-15	2	2.2	2
CCN(C(=O)c1ccc(NC(C)=O)cc1)c1ccccc1	0	-4	-6	4	1	-7	-2	0.0	-8

Three records drawn at random from the list so far:
SMILES	M1 ag	CHO-K1 Ca PAM	CHO-K1 Ca antag	TAAR1 antagonist	TAAR1 agonist	CHO parental Ca	OXTR potentiate	M1 ag parental	CHRM1 antagonist
CCN(CC)c1ccc(C(=O)Nn2cnc3ccccc3c2=O)cc1	-3	16	2	6	2	-15	2	2.2	2
O=C(Nc1ccccc1N1CCOCC1)c1ccc(N2CCOCC2)c([N+](=O)[O-])c1	-2	6	-2	11	10	-13	-7	2.6	-7
CCN(C(=O)c1ccc(NC(C)=O)cc1)c1ccccc1	0	-4	-6	4	1	-7	-2	0.0	-8

The list continues:
SMILES	M1 ag	CHO-K1 Ca PAM	CHO-K1 Ca antag	TAAR1 antagonist	TAAR1 agonist	CHO parental Ca	OXTR potentiate	M1 ag parental	CHRM1 antagonist
O=C(NCc1ccccn1)C(=O)NCC(c1ccco1)N1CCOCC1 (stereo not drawn)	-3	22	-13	-26	0	-10	-16	1.4	-17
CCN1CCCC1CNS(=O)(=O)c1ccc(F)c(Cl)c1 (stereo not drawn)	-7	7	2	-5	8	-4	-2	1.8	-22
CCOC(=O)CC1=NS(=O)(=O)c2ccccc2N1	-3	26	-15	14	7	2	-10	0.7	0
C/C(=N\O)C(=O)Nc1ccccc1	0	-1	-1	-13	9	1	-12	0.1	-22
O=C(COC(=O)c1cc(S(=O)(=O)N2CCCC2)ccc1O)Nc1ccc(SC(F)F)cc1	5	14	12	13	13	-3	-11	15*	10
CCOC(=O)c1cnc2c(c(C)nn2CC)c1NC1CC1	-6	-12	-2	-14	4	-11	-11	1.2	18
CC(=O)c1cccc(NC(=S)NC(=O)c2ccc(C)cc2Cl)c1	-6	-8	8	-15	0	-2	-8	1.5	1
CCN(CC)C(=O)C1=C(C)N(Cc2ccc(OC)cc2)C(=O)C(CC(=O)NCCCN(C)C)C1 (stereo not drawn)	-7	20	-7	-23	5	.	.	0.7	-15
Cc1oc(-c2ccc(Cl)cc2)nc1CN1CCC(C(=O)NCc2cccnc2)CC1	-7	12	-4	.	.	-3	1	-0.1	6
N#Cc1c(-c2ccccc2)[nH]c(=O)[nH]c1=O	-1	-9	9	-12	2	-5	1	-0.6	-2
CCOC(=O)N1C(=O)NC(=O)C1c1ccc(Cl)cc1 (stereo not drawn)	-1	26	-20	-35	1	.	.	1.6	-25
Cc1cc(OCCN2CC(C)OC(C)C2)ccc1[N+](=O)[O-] (stereo not drawn)	-9	-2	-11	-3	14	-1	-4	2.1	12
C[C@H](CO)N1C[C@H](C)[C@@H](CN(C)Cc2ccc(C(=O)O)cc2)Oc2ncc(Br)cc2C1=O	2	-8	-6	5	1	.	.	-0.4	-10
O=C(Nc1ncccc1O)c1ccc(OCC2CCCO2)cc1 (stereo not drawn)	1	13	-7	-16	2	-7	-8	1.8	-17
C=CCOC(=O)/C(=C/c1ccco1)NC(=O)/C=C/c1ccccc1	-3	3	-7	1	6	-2	-5	3.0	7
Cc1cc(N2CCC(C)CC2)nc(NCc2ccccc2)n1	-2	10	3	36	60*	-16	-16	11	9
Cc1ccc2cc(/C=C/C(=O)c3ccco3)c(Cl)nc2c1	-1	16	-8	-39	1	-21	4	0.9	-19
Cc1cc(=O)[nH]c(SCC(=O)Nc2nc(-c3ccccc3)cs2)n1	0	-4	-3	11	5	-2	-11	0.9	-5
N#Cc1c(SCC(=O)Nc2cccc(C(F)(F)F)c2)sc2c(O)cc(=O)[nH]c12	1	4	-17	-25	0	-5	-10	0.2	-15
CC(c1ccccc1)n1c(Cn2ncc3ccccc3c2=O)n[nH]c1=S (stereo not drawn)	0	9	-7	-27	4	-14	-7	2.1	-19
O=C(Nc1cccc(F)c1)OC(CN1CCCCC1)C(F)(F)F (stereo not drawn)	-8	8	-6	-5	18	-8	1	0.0	-8
Cc1cccc(-n2ncc3c2CCCC3NC(=O)C2CCOCC2)c1C (stereo not drawn)	2	6	-8	-7	2	-14	-8	6.4	-5
Cc1nn2c(C)nc3sc4c(c3c2nc1=O)CC(C)(C)OC4	-9	14	-18	-13	0	-3	-2	0.3	-8
O=Cc1ccc(Oc2cc(-c3ccccc3)nc(-c3ccccc3)n2)cc1	2	-9	0	-16	7	-6	1	0.1	-6
NS(=O)(=O)c1cccc(NC(=O)CSc2nc3ccc(Cl)cc3[nH]2)c1	-4	14	-20	10	5	4	-2	0.6	-3

(list continues)
SMILES	M1 ag	CHO-K1 Ca PAM	CHO-K1 Ca antag	TAAR1 antagonist	TAAR1 agonist	CHO parental Ca	OXTR potentiate	M1 ag parental	CHRM1 antagonist
CNc1nc2c(c(=O)n(C)c(=O)n2C)n1CCCc1ccccc1	0	14	1	-3	5	6	-7	6.4	-1
CNC(=O)Cn1ncc2c3ccccc3n(C)c2c1=O	-2	17	-16	.	.	-6	-11	3.9	-2
COc1cccc(C(CC(=O)Nc2cccc3ccccc23)NC(=O)c2ccccc2)c1 (stereo not drawn)	0	-11	-6	16	2	-2	0	0.1	-1
Cc1ccccc1C(c1ccccc1Cl)N(C)C (stereo not drawn)	-3	8	-9	9	-1	.	.	-0.3	-2
Cc1cc(Br)cn2c(Cc3ccsc3)c(-c3cccc(Cl)c3)nc12	-2	11	-21	-19	-2	.	.	0.3	-12
Cc1nc2ccccc2c2oc(C(=O)N3CCC(N4CCCCC4)CC3)cc12	-12	21	-11	.	.	-20	-6	0.3	-13
CCN1CCN(C(c2cccs2)C(C)NC(=O)c2cccc(OC)c2OC)CC1 (stereo not drawn)	-11	14	-22	4	11	-15	1	0.4	-1
COc1ccccc1CNC(=O)CC(C)c1ccccc1 (stereo not drawn)	-5	17	-3	0	-1	5	-11	0.7	-12
Cc1nn(-c2ccccc2)c2nc(N)c(C#N)c(-c3ccc(O)c(O)c3)c12	0	-1	-3	51*	8	3	-11	5.7	7
COc1ccc(CNC(=O)c2ccc(CN3CCOCC3)cc2)cc1	-2	10	-1	-5	0	2	-4	0.3	-9
O=C(Nc1ccccc1N1CCN(C(=O)c2ccccc2)CC1)c1ccc([N+](=O)[O-])o1	-7	3	-6	55*	12	.	.	6.5	10
Cn1c(CNC(=O)c2ccco2)nnc1SCC(=O)Nc1cccc(Br)c1	-4	2	21	-11	9	-17	-5	-0.3	4
CCN1CCN(C(=S)c2ccc(Cl)c(Cl)c2)CC1	-6	-2	2	-11	10	-7	0	0.5	17
COc1ccc(-c2nc3c(c(=O)[nH]c(=O)n3Cc3ccccc3)n2Cc2ccccc2)cc1	-5	24	-14	16	6	-20	-3	1.5	-7
COc1ccc(Cc2nnc(Nc3ccc(C)cc3C)[nH]c2=O)cc1	-1	24	-1	-6	6	-21	-17	0.9	-18
Cc1cc2c(cc1C)C(c1ccccc1Br)CC(=O)N2 (stereo not drawn)	-1	25	-17	-27	3	-6	-6	2.8	-3
NS(=O)(=O)c1ccc(NC(=O)CN2CCCN(S(=O)(=O)c3ccc(F)cc3)CC2)cc1	-8	15	-1	1	5	-1	-11	0.6	-2
Cn1ccnc1SCC(=O)c1c(N)n(C)c(=O)n(C)c1=O	-1	12	-12	-4	0	-4	4	0.3	-5
